High-throughput results from PubChem BioAssay.
HTR2A ag – mouse Htr2a agonists via beta-arrestin recruitment, primary screen, cell-based, luminescence; 5-hydroxytryptamine receptor 2A (Mus musculus), P35363; CHO-K1 mHTR2A beta-arrestin complementation; percent of 30 µM serotonin response; activation, % at 7.6 µM; hit rate 0.66% among 360,000; AID 624169, 2012;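 active = activation above a run cutoff, the mean activation of all tested compounds plus 3 SD, cut at about 14% in these data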;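 also: 0% = plate median of compound wells and 100% = 30 µM serotonin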
Target sequence (P35363 whole entry, looked up): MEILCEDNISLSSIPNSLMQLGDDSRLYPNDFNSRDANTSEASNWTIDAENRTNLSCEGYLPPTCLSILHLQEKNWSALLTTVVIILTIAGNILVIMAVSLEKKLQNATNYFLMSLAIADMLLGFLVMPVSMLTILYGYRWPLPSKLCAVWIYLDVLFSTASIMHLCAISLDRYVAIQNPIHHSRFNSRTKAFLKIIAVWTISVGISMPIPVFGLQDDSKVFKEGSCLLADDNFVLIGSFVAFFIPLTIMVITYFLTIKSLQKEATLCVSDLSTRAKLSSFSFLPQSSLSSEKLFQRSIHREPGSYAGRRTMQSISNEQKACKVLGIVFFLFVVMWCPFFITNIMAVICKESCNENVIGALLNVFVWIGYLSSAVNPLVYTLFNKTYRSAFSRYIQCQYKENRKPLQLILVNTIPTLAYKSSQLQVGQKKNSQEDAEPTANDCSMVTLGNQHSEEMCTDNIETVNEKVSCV
Vif imaging – HIV Vif self-association inhibitors, primary screen, imaging, HEK293T, single point. hit rate 0.35% among 340,000. HEK293T cells, Vif self-association by quenched fluorescence, 24 h. inhibition, % at 7.49 µM; in the data active = inhibition above about 50%, passing the limit was not always enough; inconclusive = no clear call, values can overlap the other calls; inactive = below about 31%; also: some results filed as inactive read as strong as hits
CaV13 ICDI inh – Disruptors of the CACNA1D IQ motif to Ca2+-dependent inactivation inhibitor domain association, primary screening, Förster resonance energy transfer in intact living … | HEK cells, CFP/YFP FRET ICDI-IQ, plate reader, 10 min; percent FRET-ratio fall versus neutral wells | inhibition, % at 12.3 µM | hit rate 0.098% among 340,000;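 active = mean replicate inhibition of at least 30% and at least 1% of replicates passing that level; inconclusive = only one of the two criteria is met; inactive = neither criterion is met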;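 also: 0% = median of the neutral control wells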
aDG glyco act – activators of alpha-DG glycosylation, primary screen, uHTS, Pro5-aDG cells, AlphaScreen | hit rate 0.22% among 360,000 | AID 624168, 2012 | alpha-DG glycosylation AlphaScreen (IIH6); 0% Pro5, 100% B10-LARGE cell signal | activation, % at 10 µM;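 active = activation of at least 8% versus controls, or a plate z-score of at least 8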;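 also: Pro5 are CHO cells carrying HIG-tagged alpha-DG that lacks glycosylation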
N-glyco inh – increase of ERlucT glycosylation luciferase signal, primary screen, N-linked glycosylation inhibitor project, D54 ERlucT cells, luminescence, set 2 | hit rate 0.23% among 360,000 | D54 ERlucT glycosylation luciferase reporter, 24 h; percent of 100 nM tunicamycin response | AID 588692, 2011 | reporter increase, % at 12.5 µM;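 active = mean luciferase reporter signal, scaled so untreated is 0 and the glycosylation-blocking control 100, at or above a set limit in every replicate; inconclusive = mean reaches the limit but not every replicate does; inactive = mean below the limit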;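 also: luciferase carries N-glycosylation sites so blocking glycosylation raises the light; 0% = median of neutral control wells and 100% = median of 100 nM tunicamycin wells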
iPSC survival up – enhancers of single-cell hiPSC survival, primary screen, ATPlite luminescence. 100% = ROCK inhibitor wells, 0% = DMSO. survival enhancement, % at 20 µM. hit rate 0.044% among 360,000. AID 602274, 2012; in the data active = survival enhancement above about 18%;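 also: cells exposed to compounds for 16 hours before the ATP read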
Cardio protect – cardioprotection against H2O2-induced cell death, primary screen, uHTS, H9c2 cells, ATPLite luminescence; AID 588492, 2011; hit rate 0.63% among 360,000; H9c2 cardiomyocytes, H2O2 injury protection, 2 h; protection from H2O2 cell death, % at 20 µM;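 active = compounds giving at least 50% protection of heart cells from peroxide-induced death in the single-dose screen, raw or plate-pattern-corrected value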;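 also: 0% = DMSO wells with peroxide and 100% = DMSO wells without peroxide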
PDI inh – inhibitors of human PDI, primary screen, biochemical, turbidity, single point, plate reader | Protein disulfide-isomerase (Homo sapiens), P07237 | PDI insulin aggregation turbidity, A650, 90 min | inhibition, % at 10 µM | hit rate 0.052% among 350,000 | AID 588391, 2011;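 active = mean inhibition across replicates of 30% or more, whatever share of single replicates reach that level; inconclusive = mean inhibition below 30% while every single replicate reaches 30%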;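 also: absorbance from insulin aggregation driven by PDI reduction with DTT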
Target sequence (P07237 whole entry, looked up): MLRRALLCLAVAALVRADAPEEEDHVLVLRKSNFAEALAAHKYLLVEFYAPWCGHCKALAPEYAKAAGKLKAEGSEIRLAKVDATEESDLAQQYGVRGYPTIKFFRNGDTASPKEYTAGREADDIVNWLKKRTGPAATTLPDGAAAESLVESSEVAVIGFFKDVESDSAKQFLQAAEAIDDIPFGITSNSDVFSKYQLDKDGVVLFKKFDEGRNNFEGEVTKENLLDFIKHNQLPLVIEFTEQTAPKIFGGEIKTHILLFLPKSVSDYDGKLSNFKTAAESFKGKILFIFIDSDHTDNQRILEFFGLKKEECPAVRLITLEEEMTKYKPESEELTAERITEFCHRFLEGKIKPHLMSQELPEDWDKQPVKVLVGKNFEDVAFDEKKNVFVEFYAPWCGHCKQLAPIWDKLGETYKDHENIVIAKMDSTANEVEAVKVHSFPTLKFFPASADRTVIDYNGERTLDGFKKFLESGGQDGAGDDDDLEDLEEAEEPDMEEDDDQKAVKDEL
ABCB6 inh 2 – ABCB6 transporter inhibitors, primary screen, K562-ABCB6 cells, flow cytometry, MLPCN library. ATP-binding cassette sub-family B member 6 (Homo sapiens), Q9NP58. K562-ABCB6 porphyrin accumulation, 1 h; hits give low values. fluorescence ratio to DMSO, % at 10 µM. hit rate 0.19% among 360,000. AID 602162, 2011;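 active = fluorescence ratio to DMSO below 75%, the collection mean minus 3 SD; inconclusive = too few cells collected in the well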;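 also: signal is porphyrin accumulated inside mitochondria; 100% equals median channel fluorescence of DMSO control wells; lower ratio means ABCB6 inhibition with less porphyrin fluorescence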
Granule exo inh – LAMP-1 surface exposure blockers, TALL-104 cells – cell-based, flow cytometry, MLPCN library, primary screen. TALL-104 LAMP-1 surface exposure; cells stimulated with thapsigargin and PMA. inhibition, % at 10 µM. hit rate 0.66% among 360,000;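 active = inhibition above about 55%, limit read from the data; inconclusive = no clear call, values can overlap the other calls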
* = called active by the depositor; ? = inconclusive; · = no result given. Not a hit list, and some 3.1% of all compounds hit somewhere here.

SMILES | HTR2A ag | Vif imaging | CaV13 ICDI inh | aDG glyco act | N-glyco inh | iPSC survival up | Cardio protect | PDI inh | ABCB6 inh 2 | Granule exo inh
Cc1ccc(C)c(NS(=O)(=O)c2cc(C(=O)N3CCCC3)ccc2Cl)c1 | -1.4 | -1.5 | -3.8 | 0.0 | 0.7 | 1.5 | -1.5 | -6.7 | 97.0 | -0.6
COc1ccc(Cl)cc1C(=O)NNC(=S)NC1CCCC1 | -5.0 | -8.7 | 2.2 | -0.5 | 0.8 | -1.3 | 0.4 | -3.0 | 96.0 | 0.9
CCOc1ccc(NC(=O)c2ccc(N3CC4CC(C3)c3cccc(=O)n3C4)c(N)c2)cc1 (centres undefined) | 0.8 | -6.3 | -3.6 | 0.1 | -2.2 | -0.3 | -1.5 | -10.8 | 100.0 | -0.3
O=C(Nc1sc2c(c1C(=O)NCCO)CCCC2)c1ccco1 | 2.6 | 1.8 | -4.2 | 0.0 | 1.6 | -0.5 | 10.1 | -11.0 | 90.0 | -3.8
CCc1ccccc1N(C(=O)c1cccs1)C1C=CS(=O)(=O)C1 (centres undefined) | -3.3 | -0.4 | -4.8 | 0.1 | 0.1 | -0.8 | -5.3 | -2.0 | 94.0 | 0.7
COc1cc(CN2CCC(C(=O)N3CCCC(C)C3)CC2)cc(Br)c1O (centres undefined) | -5.4 | 4.4 | -5.0 | -0.2 | 2.2 | 0.7 | 3.3 | -6.0 | 102.0 | -2.6
C=CC[n+]1c(-c2ccc(Cl)cc2Cl)csc1Nc1ccc(NC(C)=O)cc1 | -1.7 | -2.7 | -4.5 | 0.9 | -11.1 | 1.0 | -10.3 | -0.1 | 99.0 | 12.3
COc1cc2c(cc1OC)C(/C=C/c1ccco1)=NCC2 | -3.8 | -1.2 | -4.1 | 0.2 | 1.7 | 0.6 | 5.6 | -2.3 | 121.0 | 49.3
Cc1ccc(Nc2cc(-c3ccccc3)nc3ncnn23)cc1 | -0.7 | -7.4 | -4.3 | 0.1 | 1.4 | -0.2 | 5.2 | -2.4 | 98.0 | -1.4
CCOC(=O)C1CCCCN1Cc1ccc(F)c(Br)c1 (centres undefined) | -0.2 | 5.0 | -3.9 | 0.0 | -0.7 | 0.7 | 0.5 | 9.8 | 99.0 | -7.0
NC(=O)C1(N2CCCCC2)CCN(S(=O)(=O)c2ccc(Cl)s2)CC1 | 5.2 | -4.5 | -7.6 | 0.2 | 2.3 | 2.1 | -5.2 | 0.0 | 99.0 | -1.4
CCN(C(=O)c1cc(Cl)ccc1OC)c1ccccc1 | 0.6 | -12.1 | -9.2 | -0.2 | -0.1 | -1.1 | -2.4 | -3.6 | 96.0 | -4.0
O=C(Nc1nccs1)C(F)(F)C(F)(F)C(F)(F)C(=O)Nc1nccs1 | -0.9 | -0.3 | -4.3 | -0.1 | 0.8 | -0.4 | 0.3 | 3.0 | 94.0 | -4.7
CNC(=O)CC1C(=O)N(c2ccc(F)cc2)C(=S)N1NC(=O)c1ccc(Cl)cc1 (centres undefined) | 8.7 | 1.0 | -4.7 | 0.0 | 0.0 | -0.3 | 2.5 | 2.3 | 102.0 | 1.8
O=C1NC[C@@H](CCCCN2CCN(CCC3CCCCC3)C(=O)C2=O)N(Cc2ccccc2)C1=O | -3.1 | · | -9.4 | -0.1 | · | -0.6 | · | · | 100.0 | -1.5
CNc1nc(-c2ccccc2)cc(-c2ccccc2)n1 | -5.0 | -5.1 | -0.6 | 0.0 | 3.0 | 0.1 | -9.5 | 4.0 | 94.0 | 10.2
CC(=O)c1ccc(N2Cc3ccccc3/C2=N\C(=O)Nc2ccc(Cl)cc2)cc1 | 0.1 | -0.7 | -6.0 | 0.2 | -0.9 | 3.6 | -1.8 | -4.2 | 96.0 | 6.0
O=C(/C=C/c1ccc(Cl)cc1)N(c1ccccn1)C1CCCCC1 | -6.8 | 16.5 | -3.2 | 0.1 | -1.6 | -1.2 | 0.7 | 6.0 | 98.0 | -0.4
O/N=C1/CCCCC1c1ccccn1 (centres undefined) | -1.2 | 1.5 | -5.3 | -0.1 | 0.7 | 0.7 | 3.5 | -6.9 | 98.0 | 1.3
O=S(=O)(NCc1nnc2ccccn12)c1ccc(Cl)cc1 | 0.0 | -0.5 | -5.9 | 0.0 | 0.9 | -0.3 | -3.6 | -6.4 | 104.0 | -3.3
COc1cc2ccccc2cc1C(=O)OCC(=O)N1CCOCC1 | -2.3 | 5.5 | · | -0.1 | 2.0 | -0.4 | -7.0 | -3.2 | 93.0 | 6.7
Cc1ccc(NC(=O)C(=O)N2CCCC2)cc1Cl | 4.6 | 5.0 | -7.0 | 0.1 | -1.5 | -1.0 | -13.1 | -5.9 | 103.0 | 13.3
CCOC(=O)C[N+](C)(C)CCOC1CC2CCC1(C)C2(C)C (centres undefined) | -2.9 | 1.3 | -3.3 | -0.1 | 5.0 | 1.9 | -0.8 | -2.4 | 106.0 | -1.9
O=C(NCCNc1ccc([N+](=O)[O-])cc1C(F)(F)F)c1ccc(F)cc1 | 1.6 | -7.6 | -4.4 | 0.1 | 0.7 | -0.1 | -0.4 | 8.5 | 99.0 | 1.3
Cc1c(Cl)c([N+](=O)[O-])nn1CC(=O)NC12CC3CC(CC(C3)C1)C2 | 3.1 | -1.1 | -0.6 | -0.2 | 2.3 | 1.0 | -15.3 | 5.5 | 93.0 | 2.1
COc1cc(Cl)c(C)cc1NC(=O)CSCC#N | 4.7 | 13.7 | -5.4 | -0.1 | 0.3 | 0.9 | -0.8 | -6.4 | 103.0 | 23.4
CCCOc1cccc(C(=O)O)c1 | -0.6 | 17.1 | -2.4 | 0.4 | 0.7 | 0.6 | 15.6 | 3.4 | 96.0 | 1.6
O=C(COC(=O)c1ccccc1NCc1ccco1)Nc1ccc2c(c1)OCO2 | 6.7 | 9.2 | · | 1.4 | -0.4 | 0.5 | -9.1 | 0.1 | 96.0 | 1.2
CN1CCN(c2ncnc3c2c(-c2ccccc2)cn3-c2ccc(F)cc2)CC1 | -16.4 | -2.0 | -0.1 | 0.1 | -3.9 | -0.4 | 25.0 | 2.4 | 100.0 | 14.4
COc1cc(C(=O)NCCCN2CCCC2=O)ccc1OCc1ccc(Cl)cc1Cl | -0.3 | · | -13.4 | -0.1 | -4.3 | -0.5 | -2.9 | 6.4 | 95.0 | 3.9
COc1cc(OC)cc(-c2nc3nc(C)c(CCC(=O)O)c(C)n3n2)c1 | 1.7 | 1.2 | 0.5 | -0.4 | 1.2 | -0.2 | 7.2 | 4.2 | 89.0 | 0.5
COc1ccc(S(=O)(=O)NC(=O)C2(C)CCN2C(=O)C(C)(C)c2ccccc2)cc1 (centres undefined) | -1.1 | 0.4 | -5.7 | 0.1 | 1.9 | 0.0 | 2.2 | -20.1 | 98.0 | -0.9
COc1ccc(-c2nnn(CCc3nn[nH]n3)n2)cc1OC | 2.1 | 1.9 | -4.0 | 0.0 | 3.1 | 9.0 | 2.0 | -7.8 | 95.0 | 0.4
CC1CC(C)CN(C(=O)c2nn(C)c3c2CS(=O)(=O)c2ccccc2-3)C1 (centres undefined) | -1.4 | -6.5 | -3.3 | -0.1 | 0.3 | 2.3 | 1.9 | 24.7 | 97.0 | -12.3
Cc1cc(NC(=O)Cn2cnc3sc(C)c(C)c3c2=O)no1 | 0.5 | ? | -10.4 | 0.0 | 2.8 | 3.6 | 8.2 | -1.6 | 100.0 | -3.5
CSCC[C@H](NC(=O)OC(C)(C)C)C(=O)N1CCC(C(=O)N[C@@H](Cc2c[nH]c3ccccc23)C(=O)O)CC1 | -2.0 | -11.2 | -3.5 | 0.0 | -1.1 | 1.3 | -2.7 | 6.2 | 105.0 | 5.0
Cn1c(=O)oc2cc(S(=O)(=O)N3CCN(c4cccc(Cl)c4)CC3)ccc21 | -0.1 | 2.7 | -3.5 | 0.0 | -1.6 | -0.3 | -4.7 | -3.6 | 115.0 | -1.2
NC(=O)COc1ccc2cc(-c3ccc(F)cc3)c(=O)oc2c1 | -11.2 | -2.8 | -4.8 | -0.1 | 0.1 | -0.4 | -0.9 | -7.6 | 96.0 | 4.7
COc1ccc(C(CNC(=O)c2cncc(Br)c2)N(C)C)cc1 (centres undefined) | -1.5 | · | -4.8 | -0.1 | -4.3 | 4.6 | 14.7 | -1.8 | 100.0 | -0.6
CCC1(c2ccc(OC)cc2)NC(=O)N(CC(=O)NC2CCCCC2C)C1=O (centres undefined) | -4.3 | 0.0 | -6.3 | 0.3 | -0.1 | 0.4 | -4.4 | -2.6 | 95.0 | 18.1
CC(=O)Nc1ccc(S(=O)(=O)NCC(=O)OC(C)c2ccccc2Cl)cc1 (centres undefined) | -1.4 | 6.5 | -5.2 | 0.2 | 1.5 | -0.5 | -11.1 | -15.2 | 106.0 | 0.1
CC1(C(=O)NS(=O)(=O)c2ccc(Cl)cc2)CCN1C(=O)c1cccc(F)c1 (centres undefined) | 4.1 | -11.7 | -3.9 | 0.0 | 1.0 | 0.4 | 3.7 | -17.2 | 99.0 | -4.1
COc1cc(OC)cc(C(=O)NNC(=O)c2cc3c(s2)CCCC3)c1 | 5.2 | -0.2 | -6.6 | 0.2 | 2.0 | 3.3 | -6.1 | -8.2 | 104.0 | ?
CCc1ccccc1NC(=O)Nc1ccc(F)cc1F | 1.2 | -1.8 | -6.8 | -0.1 | -0.3 | -2.4 | -1.8 | -4.3 | 100.0 | 0.1
O=C(NCC1CCCO1)c1cccc(S(=O)(=O)Nc2cccc(C(F)(F)F)c2)c1 (centres undefined) | -0.1 | -22.3 | -4.9 | 0.0 | 0.4 | -0.8 | 2.0 | 1.4 | 107.0 | 5.3
C=CCn1c(=O)c2ccccc2n2c(SCc3nc(N)nc(Nc4ccccc4C)n3)nnc12 | -0.6 | -6.6 | -7.1 | 0.1 | 1.9 | 2.1 | 8.2 | -4.3 | 101.0 | 4.6
CN(C)S(=O)(=O)c1ccc(N2CCCC2)c(C(=O)OCC(=O)N2CCN(c3ccccc3)CC2)c1 | 6.3 | 2.9 | -2.4 | -0.3 | 2.2 | -0.2 | 0.7 | 5.6 | 93.0 | -0.5
O=C(N/N=C/c1cccc2ccccc12)c1cc(C2CC2)[nH]n1 | -4.4 | 4.5 | -6.8 | 0.2 | 3.9 | -0.1 | 11.3 | -10.9 | 96.0 | 10.1
